# NCI-60 one-dose screen, 48 h, at 10 µM unless noted. Numbers give growth in % (100 = growth as untreated, 0 = no growth, -100 = all killed).
# MCF7: MCF7 breast cancer; actives 6.3% (n = 82,000); AID 1794796
# CCRF-CEM: CCRF-CEM leukemia; actives 7% (n = 77,000)
# K-562: K-562 leukemia; actives 7.4% (n = 78,000)
# MDA-MB-468: MDA-MB-468 breast cancer; AID 2202374; actives 8.5% (n = 78,000)
# MOLT-4: MOLT-4 leukemia cells; actives 6.9% (n = 80,000); AID 1794779
# MDA-MB-231: MDA-MB-231 breast cancer; actives 5% (n = 81,000); AID 1794789
# SR: SR leukemia cells | actives 8.7% (n = 73,000) | AID 1794780
# RPMI-8226: RPMI-8226 leukemia cells; actives 7.5% (n = 77,000)
# Starred values were filed as active, the others as inactive; / = not tested or not shown; & = joins results of further samples; ! = not confirmed by another sample. How the source made its calls: active means growth percent below 10; inactive means the rest.
SMILES,MCF7,CCRF-CEM,K-562,MDA-MB-468,MOLT-4,MDA-MB-231,SR,RPMI-8226
O=C(O)COc1cc(F)c(Cl)cc1Cl,103,97,97,108,97,107,/,105
CC(C)(C)CC(C)(C)c1ccc(OCCOCC[N+](C)(C)Cc2ccccc2)cc1,-80*,-26*,-35*,-82*,-20*,-88*,-51*,-60*
COc1cc(C2CC(=O)Nc3ncn(-c4ccc(F)cc4)c32)cc(OC)c1O (configuration not stated),102,110,/,111,118,130,/,112
N#CC1=C(c2ccc(Cl)cc2)Nc2c(c(-c3ccc(Cl)cc3)nn2-c2ccccc2)C12C(=O)Nc1ccccc12 (configuration not stated),43,45,26,15,43,77,17,46
O=C(OCCO)c1ccc(O)c(O)c1,96,92,106,100,96,83,90,104
CCOC(=O)c1c(C)oc2ncnc(Nc3cccc(F)c3)c12,95,99,101,97,63,92,79,107
N#Cc1ccc(/C=N/N=C2\C(=O)Nc3ccc(Br)cc32)cc1,83,84,88,104,92,104,82,101
COc1ccc(-c2nc(Nc3nc4ccccc4o3)nc3c2C(=O)CC(C)(C)C3)cc1,93,/,103,96,84,101,89,92
CCN(CC)CCN(C(=O)CCc1ccccc1)C1CCCCC1,95,103,100,101,87,97,93,104
CC12CCCC(=O)N1c1ccccc1-c1nnnn12 (configuration not stated),97,112,97,/,107,78,56,100
CC(CN=Cc1ccccc1O)N=Cc1ccccc1O (configuration not stated),96&95,96&92,88&79,98&115,93&120,104&111,100,-6.9*!
CCCCCCCCCCCC[S+](C)CC(=O)[O-] (configuration not stated),58,12,31,-53*,33,/,/,27
CCCCCCn1c(-c2ccc(C(=O)O/N=C(\N)c3ccc4c(c3)OCO4)cc2)nc(-c2ccccc2)c1-c1ccccc1,7.0*,-34*,-30*,43,0.8*,26,-26*,/
Cc1ccc(C2=Nn3c(nnc3-c3cc(Cl)cc(Cl)c3Cl)SC2)cc1C(N)=O,84,83,60,/,81,87,55,50
CC1=C(C(=O)OC(C)C)C(c2ccc(O)cc2)NC(=O)N1 (configuration not stated),99,94,98,103,98,101,/,99
O=C1C=C(c2ccccc2)C(O)(c2ccccc2)C1 (configuration not stated),98,100,87,108,95,93,/,98
COc1ccc(-c2cc(NC(=O)Nc3nccs3)no2)cc1,82,116,95,117,98,97,82,110
CC(CO)N(C)C (configuration not stated),96,99,114,110,107,107,79,86
CCCCN1C=C/C(=C\C(=O)n2ccc3ccccc32)c2ccccc21,73,86,73,44,92,78,84,73
COc1ccc(Cl)cc1Nc1nc(-c2c(C)nc3ncccn23)cs1,59,100,94,86,91,60,/,88
C[C@H](N[C@@H](CCc1ccccc1)C(=O)O)C(=O)N1Cc2ccccc2C[C@H]1C(=O)O,100,99,/,111,91,116,88,105
CCOC(=O)C(Cl)C(Cl)C(=O)OCC (configuration not stated),102,97,100,112,96,105,94,107
Cc1oc2nc[nH]c(=O)c2c1C(=O)/C=C/c1ccc(Cl)cc1Cl,39,/,18,87,87,89,33,28
CCOC(=O)c1c(C)nc2c(c1N)CC(=O)N2CCc1ccc(OC)c(OC)c1,29,84,58,92,100,70,72,36
CN(C)c1ccc(-c2ccc3c(c2)c(-c2ccccc2)nc(=O)n3C)cn1,18,13,3.4*,5.7*,30,50,17,2.7*

# Some of these compounds in order of heavy-atom count, lowest first:
SMILES,MCF7,CCRF-CEM,K-562,MDA-MB-468,MOLT-4,MDA-MB-231,SR,RPMI-8226
CC(CO)N(C)C (configuration not stated),96,99,114,110,107,107,79,86
N#Cc1ccc(/C=N/N=C2\C(=O)Nc3ccc(Br)cc32)cc1,83,84,88,104,92,104,82,101
CCCCCCn1c(-c2ccc(C(=O)O/N=C(\N)c3ccc4c(c3)OCO4)cc2)nc(-c2ccccc2)c1-c1ccccc1,7.0*,-34*,-30*,43,0.8*,26,-26*,/

# Next compounds
SMILES,MCF7,CCRF-CEM,K-562,MDA-MB-468,MOLT-4,MDA-MB-231,SR,RPMI-8226
Nc1c(C(=O)Nc2ccc(Br)cc2)sc2nc3c(cc12)C(=O)CCC3,98,88,86,90,87,118,75,96
Cc1cc(-c2ccccc2)n(N)c(=S)n1,53,63,62,81,79,93,92,97
COc1cc(C(=O)NCCc2ccc3c(c2)OCO3)cc(OC)c1OC,103,/,95,115,99,96,97,108
COc1cc([C@@H]2c3cc4c(cc3[C@H](SC(=N)N)[C@H]3COC(=O)[C@H]23)OCO4)cc(OC)c1OC,14,5.0*,14,-4.2*,26,-5.5*,14,8.6*
O=C(CCc1nnc(COc2ccccc2)o1)c1nc2ccccc2[nH]1,88,89,81,83,86,81,/,87
CCOC(=O)C(c1ccc(N(CC)CC)cc1)c1ccc(N(CC)CC)cc1,92,90,94,94,90,103,90,92
CCc1c(C)c2cc3[nH]c(N)nc3c(C)c2oc1=O,99,96,103,112,108,116,104,106
CC(=O)CSc1nc2ccccc2s1,110,101,103,106,99,96,/,106
COC(=O)C[Se]C(=O)Cc1c(C)n(C(=O)c2ccc(Cl)cc2)c2ccc(OC)cc12,28,50,54,-18*,67,31,16,91
COc1ccc(-c2nc(-c3ccccc3)c(-c3ccccc3)[nH]2)cc1OC1CCCC1,79,51,32,40,41,19,42,57
CCCCCCCCc1ccc(CCC(N)(CO)CO)cc1,-69*,-5.7*,-25*,-93*,-28*,-24*,-33*,-23*
CC(C)NC(=O)OCc1cn2c(c1COC(=O)NC(C)C)CCC2,91,98,109,103,103,/,/,108
CC(C)(C)Nc1c(-c2ccccc2O)nc2ncccn12,88,108,82,/,79,114,77,106
C=CCn1c(SCC(=O)c2ccccc2)nnc1-c1c[nH]c2ccccc12,97,91,93,88,93,89,76,87
COc1ccc(C2N(NC(=O)Nc3ccc(F)cc3)C(=O)c3ccccc3N2C)cc1 (configuration not stated),85,97,90,109,89,87,98,89
O=C(N=Nc1c(O)[nH]c2ccccc12)c1oc2ccccc2c1CN1CCN(c2ccccc2)CC1,-23*,20,17,-46*,31,25,1.7*,7.8*
CC1SC(c2ccccc2Br)N(NC(=O)CCC(=O)c2nc3ncccc3[nH]2)C1=O (configuration not stated),68,90,69,58,95,80,47,85
CC1=NCCN1CCN,97,/,92,99,95,124,96,/
CC(C(=O)O)S(=O)(=O)Cc1ccccc1 (configuration not stated),99,105,107,108,97,114,92,109
CC(C)N(C)S(=O)(=O)O[C@@H]1C(=O)N(c2cc3c4ccccc4ccc3c3ccccc23)[C@H]1c1ccc(F)cn1,89,91,82,99,77,79,84,83
CC(C)(C)CC(C)(C)c1ccc(OCCO)cc1,137,106,93,113,85,106,86,124
CCCCC1(COC(=O)CCC(=O)O)C(=O)N(c2ccccc2)N(c2ccccc2)C1=O,99,108,85,110,96,108,93,109
CC(C)CNC(=O)C1(N2C(=O)c3ccccc3C2=O)CCCC1,103,104,103,104,107,105,109,/
Cc1cc(-c2nc3ccccc3s2)c(=O)n(NS(=O)(=O)c2ccc(Cl)cc2)c1C,98,95,100,100,104,91,/,94
COc1ccc2[nH]cc(/C=C3\C(=O)Nc4ccccc43)c2c1,16,14,3.3*,/,1.3*,39,2.2*,31
SMILES,MCF7,CCRF-CEM,K-562,MDA-MB-468,MOLT-4,MDA-MB-231,SR,RPMI-8226
CC(/C=C/c1ccc(Br)cc1)=N\OCC(N)=O,94,92,89,104,79,116,92,89
OCc1c(CO)c(-c2ccc(Cl)c(Cl)c2)n2c1CCC2,96,82,91,86,78,107,67,99
Nn1c(=O)c(=O)[nH]c2c(cnn2-c2ccccc2)c1=O,99,108,96,105,101,105,94,103
C=CCC(CCC(CC=C)C(=O)OCC)C(=O)OCC (configuration not stated),90,/,108,108,104,107,87,101
CC(CCCCCCCCC(=O)CCCCCCCCCC(O)COC1OC(CO)C(O)C(O)C1O)/C(O)=C1\C(=O)NC(Cc2ccc(O)cc2)C1=O (configuration not stated),99,76,95,103,104,107,103,96
CCNC(=O)NCC,93,130,115,89,115,103,107,104
N/C(=N\N=C\c1cc2ccccc2s1)N/N=C/c1cc2ccccc2s1,83,99,98,122,101,95,97,100
O=c1[nH][nH]c(-c2ccc(Cl)cc2)c1-c1nc2ccccc2s1,84,62,77,103,85,90,79,86
CC1(C)CC(=O)c2cc(O)ccc2O1,105,93,101,92,104,95,98,107
O=C1c2ccccc2C(=O)N1CC1CO1 (configuration not stated),103,/,105,118,117,98,122,116
CC(=O)N1CCCC1=O,93,103,98,91,94,106,85,104
O=[N+]([O-])c1ccc(/C=C/c2ccc([N+](=O)[O-])cc2S(=O)(=O)O)c(S(=O)(=O)O)c1,96&97,99,111&111,109,92&101,99&108,84&96,91&95
COc1ccc(/C=C2\N=C3SCC(=O)N3C2=O)cc1,99,89,86,96,79,110,71,91
O=C1NC(=S)NC(=O)C1=Cc1cc(-c2ccc(Br)cc2)n(-c2ccccc2)n1,62,55,42,79,76,87,72,78
CC(=O)Oc1cc(OC(C)=O)c2oc(=O)c(-c3ccccc3)cc2c1,95,80,92,97,64,112,89,94
CC(O)CNC(Cc1ccccc1)c1ccccc1 (configuration not stated),93,94,87,99,88,112,102,84
CCC(C)OC(=Nc1cccc2ccccc12)Nc1cccc2ccccc12 (configuration not stated),92,105,95,97,105,90,108,103
C#CCOc1ccc(C(Nc2cc(C)cc(C)c2)c2nnnn2C2CCCCC2)cc1OC (configuration not stated),85,102,92,93,83,79,93,95
CCOCCOC(=O)c1ccccc1C(=O)OCCOCC,104,109,84,99,89,106,/,93
O=C1CC(=O)N(c2ccccc2)O1,115,110,111,105,114,88,110,105
COc1ccc(/C=C\C(=O)/C=C/C=C/c2ccccc2)cc1,74,85,101,109,79,108,75,/
Cc1nc2ccc(-c3ccccc3)cc2s1,99&94,95&108,73&109,116&103,88&80,94&106,80&109,97&102
COc1ccc(Cc2nn(CC(=O)N/N=C/c3ccc(C(F)(F)F)cc3)c(=O)c3c(C)noc23)cc1,92,105,98,97,103,97,88,120
CC1=CC(=O)CC(C)(C)[C@@]1(O)/C=C/C(C)=C\C(=O)O,-15*,0.1*,0.2*,-45*,-10.0*,-18*,0.6*,-28*
CC(OC1CCCCO1)C1CCC2C3CCC4=CC(=O)CCC4(C)C3CCC12C (configuration not stated),80,68,68,93,65,84,42,40
COc1cc(Cl)cc(-c2nn(-c3cccc(NC(=O)c4ccc(Cl)c(Cl)c4)c3)cc2-c2ccncc2)c1,58,59,46,55,55,34,44,46

# Quoted at random: 6 entries already listed.
SMILES,MCF7,CCRF-CEM,K-562,MDA-MB-468,MOLT-4,MDA-MB-231,SR,RPMI-8226
OCc1c(CO)c(-c2ccc(Cl)c(Cl)c2)n2c1CCC2,96,82,91,86,78,107,67,99
COc1ccc(/C=C\C(=O)/C=C/C=C/c2ccccc2)cc1,74,85,101,109,79,108,75,/
CC(=O)N1CCCC1=O,93,103,98,91,94,106,85,104
O=[N+]([O-])c1ccc(/C=C/c2ccc([N+](=O)[O-])cc2S(=O)(=O)O)c(S(=O)(=O)O)c1,96&97,99,111&111,109,92&101,99&108,84&96,91&95
CC(=O)Oc1cc(OC(C)=O)c2oc(=O)c(-c3ccccc3)cc2c1,95,80,92,97,64,112,89,94
CCNC(=O)NCC,93,130,115,89,115,103,107,104

# Copied from the list.
# CC(=O)CSc1nc2ccccc2s1 – CCRF-CEM: 101
# CC(CN=Cc1ccccc1O)N=Cc1ccccc1O (configuration not stated) – MCF7: 96&95
# C[C@H](N[C@@H](CCc1ccccc1)C(=O)O)C(=O)N1Cc2ccccc2C[C@H]1C(=O)O – MDA-MB-231: 116

# Exported bar-delimited: entries from further up
molecule | MCF7 | CCRF-CEM | K-562 | MDA-MB-468 | MOLT-4 | MDA-MB-231 | SR | RPMI-8226
CC(/C=C/c1ccc(Br)cc1)=N\OCC(N)=O | 94 | 92 | 89 | 104 | 79 | 116 | 92 | 89
OCc1c(CO)c(-c2ccc(Cl)c(Cl)c2)n2c1CCC2 | 96 | 82 | 91 | 86 | 78 | 107 | 67 | 99
